# D3 ag: D3 dopamine receptor (human) agonism; P35462; D3R DiscoveRx beta-arrestin cells, luminescence, 90 min; max activation, %; 410,000 tested, 0.58% active; AID 652048; in the data active = max activation above about 30%; also: 0% is about no effect; mostly tested at two doses, the higher about 12 µM
#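 Agonist-mode cell screen: cells plated at 1500/well and incubated overnight at 37 °C, then exposed to library compounds for 90 min at 37 °C. Detection reagent was added for 30–60 min at room temperature, and luminescence was read.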
# GLP1R inv ag: inverse agonists of human GLP-1 receptor. P43220. HEK293 GLP-1R CRE-luciferase, luminescence, 24 h; GLP-1R form is constitutively active. Potency, µM (series often up to 38.3 µM), for the others: at the highest dose activity change, negative = inhibition, hits mostly inhibitors. 410,000 tested, 1.6% active. AID 624417; also: potency is read from the fitted curve at half-maximal effect; % is scaled to controls: 0 for no effect and ±100 for the full control effect; nearly all actives have a fitted effect of over 55% in size
#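 Stable HEK293 clone (constitutively active GLP-1R + cAMP-response luciferase); 200 cells/uL plated, 12 h pre-culture, compound 24 hr, 37 deg C/5% CO2; detection reagent 12 min RT; luminescence.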
# PI5P4K alpha inh: inhibitors of human PI5P4K alpha; 330,000 tested, 1.2% active; P48426; PI5P4Kalpha enzyme, ADP-Glo luminescence, 60 min; active compounds read low; AID 652105; max response, %; active = max response of -50% or lower; inconclusive = between -30% and -50%; inactive = -30% or higher; also: value at the top dose of about 77 µM; % is scaled to controls: 0 for no effect and ±100 for the full control effect
#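 ADP-Glo luminescence end-point read after a 60 min room-temperature kinase reaction of PI5P4Kalpha plus substrate, initiated with ATP at 5 microM final. Buffer: 0.038 M HEPES pH 7.4, EGTA, 0.1% CHAPS, 5% DMSO.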
# WRN helicase inh: WRN helicase (human) inhibition. 360,000 tested, 0.46% active. Q14191. WRN helicase unwinding, fluorescent forked duplex, kinetic. Potency, µM (top dose mostly 114 µM), for the others: at the top dose activity change, negative = inhibition, actives largely listed as inhibitors; also: potency is read from the fitted curve at half-maximal effect; % is scaled to controls: 0 for no effect and ±100 for the full control effect; nearly all actives have a fitted effect of over 55% in size
# Target sequence (Q14191 whole entry, looked up): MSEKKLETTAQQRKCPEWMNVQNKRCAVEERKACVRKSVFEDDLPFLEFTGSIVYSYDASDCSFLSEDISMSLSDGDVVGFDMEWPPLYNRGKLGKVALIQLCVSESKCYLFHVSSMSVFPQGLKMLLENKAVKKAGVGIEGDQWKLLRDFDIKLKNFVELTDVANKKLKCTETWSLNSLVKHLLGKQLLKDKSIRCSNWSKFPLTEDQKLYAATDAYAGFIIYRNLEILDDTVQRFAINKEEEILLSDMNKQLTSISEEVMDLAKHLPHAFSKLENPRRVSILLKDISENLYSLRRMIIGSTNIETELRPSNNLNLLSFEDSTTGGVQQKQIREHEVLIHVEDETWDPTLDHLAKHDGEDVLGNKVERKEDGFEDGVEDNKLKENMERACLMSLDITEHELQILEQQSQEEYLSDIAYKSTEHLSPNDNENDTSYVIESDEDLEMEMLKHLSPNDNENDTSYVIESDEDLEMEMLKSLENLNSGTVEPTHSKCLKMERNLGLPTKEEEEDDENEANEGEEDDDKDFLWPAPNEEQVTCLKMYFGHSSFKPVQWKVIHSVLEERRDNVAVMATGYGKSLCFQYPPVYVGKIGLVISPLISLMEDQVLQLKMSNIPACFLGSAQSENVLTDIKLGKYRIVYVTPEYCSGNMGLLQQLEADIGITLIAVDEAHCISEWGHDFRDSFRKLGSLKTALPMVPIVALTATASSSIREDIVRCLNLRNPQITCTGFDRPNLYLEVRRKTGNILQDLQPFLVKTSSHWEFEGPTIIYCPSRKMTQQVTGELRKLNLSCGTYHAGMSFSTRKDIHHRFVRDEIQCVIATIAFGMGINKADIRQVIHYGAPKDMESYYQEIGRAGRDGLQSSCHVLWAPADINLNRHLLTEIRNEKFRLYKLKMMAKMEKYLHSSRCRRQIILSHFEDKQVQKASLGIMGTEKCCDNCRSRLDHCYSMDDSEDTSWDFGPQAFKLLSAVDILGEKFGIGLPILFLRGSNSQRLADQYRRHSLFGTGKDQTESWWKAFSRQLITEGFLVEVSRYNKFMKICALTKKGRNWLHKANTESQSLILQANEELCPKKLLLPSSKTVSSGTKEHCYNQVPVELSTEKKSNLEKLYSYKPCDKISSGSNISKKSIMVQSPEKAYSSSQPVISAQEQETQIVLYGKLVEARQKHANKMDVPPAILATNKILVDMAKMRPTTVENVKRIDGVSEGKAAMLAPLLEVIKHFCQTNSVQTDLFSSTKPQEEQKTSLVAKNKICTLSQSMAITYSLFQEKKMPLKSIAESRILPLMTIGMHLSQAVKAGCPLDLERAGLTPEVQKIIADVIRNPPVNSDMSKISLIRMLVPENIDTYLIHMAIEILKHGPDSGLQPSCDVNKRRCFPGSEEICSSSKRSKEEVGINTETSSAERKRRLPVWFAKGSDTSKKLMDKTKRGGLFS
#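 Kinetic fluorescence helicase assay: unwinding of a quenched forked DNA duplex (100 nM final) with 2 mM ATP final raises red fluorescence (525/598 nm). Compounds sat 15 min at room temperature with 20 nM WRN beforehand.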
# D3 antag: D3 dopamine receptor (human) antagonism. max response, negative = inhibition, %. AID 652054. D3R cells, DiscoveRx beta-arrestin luminescence, antagonist mode; active compounds read low. 360,000 tested, 2.5% active. P35462; in the data active = max response below about -50%; inconclusive = no clear call, values can overlap the other calls; also: % is scaled to controls: 0 for no effect and ±100 for the full control effect; mostly tested at two doses, the higher about 12 µM
#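 Cells plated overnight at 1500 cells/well, then exposed to library compounds with dopamine controls for 90 minutes at 37 degrees C. DiscoveRx reagent added for 30–60 minutes at room temperature; luminescence read, quantitative HTS format.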
# GLP-1R agonist: agonists of human GLP-1 receptor | P43220 | HEK293 GLP-1R CRE-luciferase, luminescence, 4-6 h; cells express a hypersensitive GLP-1R form | Potency, µM (series often up to 45.6 µM), inactives show at the top dose activation, actives largely listed as activators | 380,000 tested, 0.007% active; also: potency is read from the fitted curve at half-maximal effect; % of control where 0% means no effect
# PLK1 PBD inh: inhibitors of human PLK1 polo-box domain binding; Plk1 PBD binding of FITC phosphopeptide, fluorescence polarization; 360,000 tested, 2.8% active; Potency, µM, without a hit: max response, negative = inhibition, hits mostly inhibitors; AID 720504; also: potency is read from the fitted curve at half-maximal effect; series mostly up to about 57 µM; % is scaled to controls: 0 for no effect and ±100 for the full control effect; nearly all actives have a fitted effect of over 65% in size
# HEK293 tox: cytotoxic in the GLP-1 receptor inverse agonist counter-screen | HEK293 cAMP-luciferase reporter cells, luminescence, 24 h | Potency, µM (doses to about 38.3 µM), for the others: top-dose activity change, negative = inhibition, most hits filed as inhibitors | 410,000 tested, 0.13% active | AID 624418;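 also: loss of luciferase light is scored as toxicity; potency is read from the fitted curve at half-maximal effect; % is scaled to controls: 0 for no effect and ±100 for the full control effect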
#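 A 23 nL compound transfer followed 12 hours of cell culture at 37 deg C; exposure then lasted 24 hr. Luciferase assay detection reagent was dispensed and plates read for luminescence after a 12 min room-temperature wait.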
# IL2 activator: IL-2 activation; IL-2 activation reporter assay, cell-based qHTS; stimulated with anti-CD3/CD4/CD28 beads; in transgenic mouse T cells; activation, % (series mostly up to about 46 µM); 360,000 tested, 0.065% active; AID 652025; in the data active = activation above about 50%; inconclusive = mostly about 30% to 49%; also: 0% is about no effect
#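 Readout is EGFP and DsRed signal by fluorescent plate cytometry after 18 h at 37 degrees C. Transgenic mouse T cells (750/well) received compound for 60 min before bead stimulation (anti-CD3, anti-CD4, anti-CD28); memory T cells served as non-tolerant control.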
# The depositor's hits bear a star; ? = inconclusive; · = no result given; [ ] = dose if it differs, or a comment. Unless noted, calls follow the shape of the dose curve; as a rule, active = well fitted curve in the direction sought with a large enough effect; inconclusive = small, poorly fitted or top-dose-only effect, or another doubt; inactive = no such curve, though single readings can be large; an effect the other way counts as inactive or inconclusive.
SMILES,D3 ag,GLP1R inv ag,PI5P4K alpha inh,WRN helicase inh,D3 antag,GLP-1R agonist,PLK1 PBD inh,HEK293 tox,IL2 activator
Cn1nnc(NC(=O)c2cccc(F)c2)n1,0,13%,-2,3%,-24,0%,-4%,1%,-1.1
CCOc1ccc(N2CC(C(=O)NCCc3ccc(F)cc3)CC2=O)cc1 (configuration not stated),15,0%,1,0%,10,7%,-4%,7%,-3.6
CC(C)C(=O)c1ccc(O)c(O)c1,3,31%[activator],2,1%,54,14%,-10%,-8%,2.5
COc1ccc(Nc2cc(Nc3ccc(OC)cc3)ncn2)cc1,-7,8%,?,3%,-8,16%,-4%,-1%,2.3
Nc1nnc(SCC(=O)Nc2ccc(F)c(Cl)c2)n1-c1ccccc1,1,-9%,-9,2%[57.1 µM],-2,-1%,-10%,1%,-1.9
Cc1c(C(=O)N2CCCCCC2)nnn1-c1nonc1N,3,2%,-2,4%,-8,-2%,0%,-13%,-0.3
CCOC(=O)C1=C(C)NC(C)=C(C(=O)OCC)C1c1cn(-c2ccccc2)nc1-c1ccco1,5,5%,-3,-5%,1,11%,-9%,9%,-1.9
COCCNC(=O)c1cc(-c2ccccc2)sc1N,-1,26%,-63*,0%,-13,·,-25%,-3%,0.8
C/C(=N/NC(=O)c1cnccn1)c1ccncc1,-8,2%,0,-33%,0,1%,-16%,-10%,-0.2
Cn1c2c(c(=O)n(C)c1=O)CN(Cc1ccco1)CN2,3,13%,-3,0%,-11,-11%,1%,-1%,1.2
O=C(O)COCc1nc2ccccc2[nH]1,-10,-1%,·,-7%,-18,-7%,1%,5%,-1.2
COc1ccc(Nc2ncnc3c2oc2ccccc23)cc1,6,37%[activator],-8,7%,16,21%,-2%,-15%,0.3
CCN(CC)S(=O)(=O)c1cccc(C(=O)OC2CC(C)OC2=O)c1 (configuration not stated),8,8%,6,-7%,2,3%,-2%,-9%,-5.1
Cc1cc(NC(=O)CS(=O)(=O)c2ccc(Cl)cc2)no1,-6,7%,-2,-7%,4,0%,6%,1%,-0.1
C=CCN(CC=C)CC(O)Cn1c2ccccc2c2ccccc21 (configuration not stated),5,?,·,-7%,7,0%,-1%,?,1.0
Cc1nn(-c2ccccc2)c(C)c1/C=C/C(=O)OCC(=O)Nc1ncc(Cl)cc1Cl,1,6%,-25,?,-18,-4%,-8%,-14%,1.8
CSc1cccc(CN2CCCC(C(=O)Nc3cccc(-n4cccn4)c3)C2)c1 (configuration not stated),-31,?,12,-20%,-2,-4%,-20%,?,-5.9
O=C(COC(=O)c1cccs1)Nc1cccc(S(=O)(=O)N2CCCCC2)c1,2,-24%,-4,-15%,3,1%,8%,2%,-0.6
COC(=O)c1ccc(/C=C/c2c(-c3ccsc3)oc3ccc(N4CCOCC4)cc23)cc1,-22,0%,3,5%,-15,15%,-15%,5%,-0.1
CC1(C)CC2(CCO1)CNC(=O)O2 (configuration not stated),-2,2%,·,2%,-7,-15%,-8%,-9%,0.7

# Pulled one by one from above (4):
SMILES,D3 ag,GLP1R inv ag,PI5P4K alpha inh,WRN helicase inh,D3 antag,GLP-1R agonist,PLK1 PBD inh,HEK293 tox,IL2 activator
COC(=O)c1ccc(/C=C/c2c(-c3ccsc3)oc3ccc(N4CCOCC4)cc23)cc1,-22,0%,3,5%,-15,15%,-15%,5%,-0.1
O=C(COC(=O)c1cccs1)Nc1cccc(S(=O)(=O)N2CCCCC2)c1,2,-24%,-4,-15%,3,1%,8%,2%,-0.6
Cn1c2c(c(=O)n(C)c1=O)CN(Cc1ccco1)CN2,3,13%,-3,0%,-11,-11%,1%,-1%,1.2
CSc1cccc(CN2CCCC(C(=O)Nc3cccc(-n4cccn4)c3)C2)c1 (configuration not stated),-31,?,12,-20%,-2,-4%,-20%,?,-5.9

# Other compounds follow.
SMILES,D3 ag,GLP1R inv ag,PI5P4K alpha inh,WRN helicase inh,D3 antag,GLP-1R agonist,PLK1 PBD inh,HEK293 tox,IL2 activator
Cc1ccc(NC(=O)Nc2cc(Cl)ccc2C2COC(=O)C2=N)cc1 (configuration not stated),1,8%,0,5%,17,-3%,4%,11%,-1.2
CCn1c(=S)sc2nc(C)sc21,0,-2%,·,-7%,-10,12%,21µM*,12%,-2.8
COC(=O)C1=CN(Cc2ccc(C)cc2)C=C(C(=O)OC)C1c1cc(OC)c(OC)c(OC)c1,0,?,-3,-3%[11.6 µM],15,12%,2%,36%[activator],1.4
CCOc1ccccc1N=Cc1c(O)c2ccccc2oc1=O,-2,13%,-2,0%,-20,1%,-8%,17%,-0.4
O=C(c1cccs1)N1CCCC(c2nc(-c3ccc(F)cc3)no2)C1 (configuration not stated),2,?,·,6%,17,10%,-8%,-20%,-1.2
CN(CCCNC(=O)c1ccc(/C=N/O)nc1)CCCN(C)Cc1ccccc1,-9,?,-1,4%,-28,-12%,-6%,?,-1.2
C=CCn1c(Oc2ccc(C(=O)OC)cc2)nc2c1c(=O)n(C)c(=O)n2C,5,-2%,-5,1%,19,-14%,-3%,-6%,-0.5
Cc1ccc(S(=O)(=O)N2CCCC(C(=O)NCc3ccco3)C2)cc1Cl (configuration not stated),16,-23%,·,1%,11,-2%,-3%,-16%,-1.0
O=C(OCC(=O)c1ccc(Br)s1)c1ccc(O)cc1,3,?,-9,0%,-6,14%,-4%,-3%,1.3
CCC(=O)Oc1ccc(C/C(=N\O)c2ccc(O)cc2O)o1,56*,89%[activator],·,-16%[57.1 µM],92,-5%,?,-24%,-2.0
COc1ccc(Br)cc1/C=N/NC(=O)c1cccnc1,-11,?,3,-32%,-19,9%,-16%,0%,0.1
O=C(C[C@H]1C(=O)N(Cc2ccccc2)C[C@@H]1Cc1ccccc1)Nc1ccc(Br)cc1,-7,?,16,-12%,-11,-1%,0%,-28%,-3.1
COc1ccccc1N(C(=O)CNC(=O)c1ccco1)C(C(=O)NCC1CCCO1)c1ccccc1 (configuration not stated),1,7%,-7,-1%,5,2%,-2%,9%,-0.6
O=C(O)c1ccc(-c2ccc(/C=c3/sc4nc5ccccc5n4c3=O)o2)cc1Cl,-7,9%,-64*,?,0,7%,-26%,10%,0.7
CC(C)(C)NC(=O)CN(C(=O)C1CSC(=O)C1)c1ccc2c(c1)OCCO2 (configuration not stated),-1,0%,·,-5%,?,-15%,-21%,-15%,-1.7
O=C(NCc1cccc(Cl)c1)c1cccc(S(=O)(=O)N2CCCCC2)c1,-1,?,2,-8%,-10,11%,-1%,8%,0.7
O=C(COC(=O)c1cccs1)Nc1cccc(S(=O)(=O)N2CCOCC2)c1,4,1%,25,-2%,0,2%,2%,-5%,-2.1
COc1ccc(-c2cc(C(=O)OC3CCOC3=O)c3ccccc3n2)cc1OC (configuration not stated),-1,-2%,6,-13%,0,0%,-2%,5%,-0.9
CC(C)Oc1ccc(C(=O)Nc2cc(=O)n(C)c(=O)n2C)cc1,2,2%,0,-11%,-10,6%,-6%,-3%,-1.8
NC(=S)Nc1ccc(F)c(F)c1F,-6,2%,-2,-9%,16,-1%,0%,-3%,-0.1
Cc1cc(C)n(-c2cccc(Cl)c2C#N)n1,12,47%[activator],-2,-1%,27,20%,6%,0%,0.2
CCCN(CCC)CC(O)COc1ccc([N+](=O)[O-])cc1 (configuration not stated),1,-26%,11,1%,-17,-1%,-2%,-18%,-1.8
COc1ccc(CCN(Cc2cc3ccc(C)cc3n3nnnc23)C(C)=O)cc1OC,0,-1%[7.66 µM],?,?,2,17%,3.4µM*,0%[7.66 µM],-1.0
COc1cc2cc(Br)cc(Br)c2nc1C,-3,-4%,21,-3%[57.1 µM],9,5%,-5%,1%,-0.8
O=C(COc1ccc(F)cc1Br)Nc1ccccc1N1CCOCC1,11,?,18,-7%,17,-19%,-4%,-4%,-2.9
O=C(C1CCCN(S(=O)(=O)c2cccc3nsnc23)C1)N1CCN(c2ccccc2)CC1 (configuration not stated),0,4%,·,·,·,0%,·,3%,·
Cc1ccc(NC(=O)c2c(N3CCCC3=O)c3cc(C)ccc3n2C)c(C)c1,-7,-2%,·,·,·,-1%,·,1%,·
O=C(NNC(=O)c1ccc(Br)s1)c1csc(N2CCOCC2)n1,-1,9%,1,6%,-2,8%,1%,-4%,-0.6
CC(=O)n1c2ccccc2c2c1c1ccccc1n2C,13,8%,9,-12%,-56*,1%,-6%,-21%,0.2
CCOc1cc(/C=N/n2c(C)nnc2C)ccc1O,0,13%,0,0%,10,6%,-10%,-9%,-0.1
CCN(C(=O)COC(=O)c1ccco1)c1c(N)n(Cc2ccccc2)c(=O)[nH]c1=O,-24,8%,6,0%,-18,1%,-6%,11%,-4.3
Cc1[nH]nc2c1/C(=N/O)CC(c1ccccc1)C2 (configuration not stated),5,-4%,-8,4%,-20,0%,-1%,-8%,-2.0
O=C(c1ccccc1)N1CCN(S(=O)(=O)c2cccc(NS(=O)(=O)c3ccccc3)c2)CC1,1,9%,0,-20%,16,1%,?,18%,-0.3
CCN1c2ccccc2NC2N=C(OC)C(c3ccccc3)C21 (configuration not stated),-9,-1%,·,-1%,-23,-5%,-14%,-28%,-2.4
COc1ccc(CN(CC2CCC(C(=O)O)CC2)C(=S)Nc2cc(C)ccc2C)cc1 (configuration not stated),-3,2%,-3,3%,5,1%,0%,0%,0.0
Cc1ccc(S(=O)(=O)N2c3ccccc3OCC2C(C)(C)C)cc1 (configuration not stated),-5,?,11,-3%,-15,-3%,-14%,-6%,1.5
CCCCCC(=O)N1C[C@@H](O)[C@H](n2cc(-c3ccc(F)cc3)nn2)C[C@@H]1c1ccc(C)cc1,1,?,2,-3%,5,-9%,-4%,-29%,-0.2
CCOc1ccc(CCNC(=O)COC(=O)c2cc(OC)cc(OC)c2)cc1OCC,4,1%,2,10%,1,10%,-5%,-3%,1.2
COc1ccc(N2C(=O)CC(N3CCN(C(=O)c4ccco4)CC3)C2=O)cc1 (configuration not stated),2,3%,1,-3%,3,-1%,-24%,-2%,-0.7
